# High-throughput results from PubChem BioAssay.
# Cy5 interf NS3h = enhances or quenches Cy5 fluorescence in NS3h assay | Cy5-dT15 DNA with NS3h, fluorescence interference; actives lie on both sides; signal over control mean, under 1 quenches | fluorescence interference ratio at 100 µM | 6% of 16,000 active | AID 720488;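 active means compound fluorescence over control fluorescence at most 0.8, a quencher, or at least a set upper limit, an enhancer; inactive means ratio between 0.8 and the set upper limit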
# NS3h inh CB = hepatitis C NS3 helicase inhibition, primary screen. NS3h Cy5-dT15 DNA binding, fluorescence polarization. inhibition, % at 100 µM. 1.6% of 16,000 active. AID 687043;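 active means inhibition above the average over every tested compound plus 3 SD, cut at about 40% in these data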
# * = called active by the depositor. Rows were taken by chance; 7.6% or so of the library scored in one or more.
SMILES,Cy5 interf NS3h,NS3h inh CB
COc1cc(/C=c2\sc3nc4ccccc4n3c2=O)ccc1OCCOc1ccccc1,0.97,2.6
CCN(CC)c1ccc(/C=C2\C(=O)NC(=O)N(c3cccc(C)c3)C2=O)c(OC)c1,1.31*,12.6
FC(F)(F)c1cc(/C=C/c2ccccc2)n[nH]1,0.887,10.2
CCCC(=O)N1CCN(c2ccc(C(=O)c3ccc(C)c(C)c3)cc2F)CC1,1.05,-3.9
COc1ccc2oc(C)c(C(C)=O)c2c1,0.74*,15.9
Cc1ccc(N2C(=O)C(Cl)=C(Nc3ccccc3F)C2=O)c(C)c1,1.08,15.5
CCN1CN=C2SC(CO)(CO)C(=O)N2C1,1.08,1.2
O=C(Oc1ccc(S(=O)(=O)c2ccc(OC(=O)c3ccncc3)cc2)cc1)c1ccncc1,1.01,-6.3
Cc1ccc(N2C(=O)C3C4C=CC(O4)C3C2=O)c(C)c1 (stereo not given),1.03,0.0
COc1ccc(/C(N)=N\OC(=O)c2cccc(Br)c2)cc1OC,1.07,7.2
O=C(Nc1ccc(/C=C/c2ccccc2)cc1)c1ccccc1[N+](=O)[O-],1.01,2.2
Cc1ccc(N2C(=O)C(Cl)=C(NCCO)C2=O)c(C)c1,1.04,3.1
CCOC(=O)/C(C#N)=C\c1ccc(F)cc1,1.03,-7.2
O=C(O)c1ccc2c(c1)C(=O)N(c1cccc(C(F)(F)F)c1)C2=O,1.05,9.1
CCc1c(O)nc2n(c1=O)CCCS2,1.04,-4.6
CCC1(C(=O)OCC(=O)c2ccc(Br)cc2)CCCCC1,0.989,10.6
COc1ccc(NC(=O)c2ccc(CN3CCOCC3)cc2)cc1OC,0.922,3.3
Cc1ccccc1-c1nnc(NC(=O)Nc2ccccc2)s1,0.92,2.3
COc1cc(/C=C2\C(=O)N(c3ccc(S(N)(=O)=O)cc3)N=C2C)cc(Cl)c1OCc1ccccc1,0.896,4.1
COc1cc(/C=C2\C(=O)N(c3ccc(S(N)(=O)=O)cc3)N=C2C)ccc1OCc1ccccc1,1.09,-1.9
COC(=O)C1=C(C)N(c2ccc(C)cc2)/C(=C\c2ccc(OCC(N)=O)cc2)C1=O,0.994,-2.6
COc1ccc(C(=O)CSc2nc(N)cc(=O)[nH]2)cc1,1.02,3.8
Oc1ccccc1C(O)(c1ccccc1)c1ccccc1,0.903,5.9
O=C1NC(=O)N(c2cccc(F)c2)C(=O)/C1=C/c1ccc(OCc2cccc(C(=O)O)c2)cc1,1.05,41.2*
O=C(NCc1ccccc1)c1nn2c(C(F)(F)F)cc(-c3cccs3)nc2c1Cl,1.01,17.8

# Next records follow:
SMILES,Cy5 interf NS3h,NS3h inh CB
O=C(NCc1ccc2c(c1)OCO2)c1ccccc1F,1.05,-0.9
Cc1ccc(C(=O)N(C)C2CCCCC2)cc1[N+](=O)[O-],1.05,7.2
N/C(Cc1ccc(Cl)cc1)=N/OC(=O)c1ccc([N+](=O)[O-])cc1,0.789*,-7.9
COc1ccc(Cl)cc1NC(=O)C1=C(C)NC(=S)NC1c1cccc(Cl)c1 (stereo not given),1.02,10.7
COC(=O)C1=C(C)N(c2ccc(C)cc2)C(=O)/C1=C\c1cccc(OC)c1O,1.08,4.5
CC(=O)c1c(OC(=O)c2ccc(Cl)cc2[N+](=O)[O-])ccc2c(C)cc(=O)oc12,0.862,3.6
Cc1ccc(CN2CCN(N=Cc3cccc(Br)c3)CC2)c(C)c1,1.04,2.2
CCOc1ccc(C=C2C(=O)NC(=O)NC2=O)cc1Cl,1.02,35.3
O=C1c2cc(S(=O)(=O)Nc3ccc(F)cc3)ccc2-c2ccc(S(=O)(=O)Nc3ccc(F)cc3)cc21,0.885,11.5
CCOc1ccc(NC(=O)C(NS(=O)(=O)c2ccc(C)cc2)C(C)C)cc1 (stereo not given),1.14,2.7
COc1ccc(OC)c(C2C(=C(O)c3ccccc3)C(=O)C(=O)N2c2cccc([N+](=O)[O-])c2)c1 (stereo not given),0.925,8.8
N#Cc1c2n(c3c(=O)n(CC(=O)c4ccccc4)cnc13)CCCCC2,1.01,-5.2
COc1ccc(C(=O)Nc2cccc3nsnc23)cc1,0.989,23.2
O=C(c1ccc([N+](=O)[O-])cc1)N1CCN(c2nc(-c3ccccc3)c3cc(Cl)ccc3n2)CC1,1.05,6.7
Cc1ccccc1CC1S/C(=N/N=C\c2ccc(N(C)C)cc2)NC1=O (stereo not given),0.981,11.1
O=c1c(Cl)c(Cl)cnn1Cc1c(Cl)ccc(Cl)c1Cl,1.09,5.0
O=C(NCC(O)c1ccccc1)C(=O)Nc1ccc(F)cc1 (stereo not given),1.03,8.9
CC(=O)N1CCN=C1Nc1c(Cl)cccc1Cl,0.603*,11.5
c1ccc(C2N(c3ccccc3)CCN2c2ccccc2)cc1,1.01,-3.4
CC(C)(C)NC(=O)CCN1C(=O)c2ccccc2C1=O,1,-3.0
CC1=C(C(=O)Nc2ccccc2)C(c2ccc(Cl)cc2)C(C(=O)Nc2ccccc2)=C(C)N1,0.854,5.2
CCc1ccccc1N(CC(=O)Nc1ccc(Br)cc1)S(C)(=O)=O,1.01,8.7
O=C(Nc1ccc(Nc2ccccc2)c2c1C(=O)c1ccccc1C2=O)c1ccccc1,1.13,7.8
Cc1cc(/C=C2\NC(=S)NC2=O)c(C)n1-c1cccc([N+](=O)[O-])c1,0.811,12.1
Cc1ccc(-c2nc3s/c(=C\c4cn(-c5ccccc5)nc4-c4ccccc4)c(=O)n3n2)cc1,0.913,9.4

# (next part)
SMILES,Cy5 interf NS3h,NS3h inh CB
COC(=O)C1=C(C)NC2=C(C(=O)c3ccccc32)C1c1cc2c(cc1Br)OCO2 (stereo not given),1.02,2.5
Cc1ccc(C(=O)NC(NC(=S)Nc2ccccc2)C(Cl)(Cl)Cl)cc1 (stereo not given),0.959,-0.3
COc1cc(/C=C2/SC(=S)N(CC(=O)Nc3ccccn3)C2=O)cc(OC)c1OC,0.988,3.2
O=C(/C=C/c1cc2c(cc1Br)OCCO2)c1c(-c2ccccc2)c2cc(Cl)ccc2[nH]c1=O,1,0.4
Cc1ccccc1OCC(=O)Nc1ccc(NC(=O)c2ccco2)cc1,0.956,-4.8
O=P(O)(O)CP(=O)(c1ccccc1)c1ccccc1,0.755*,6.8
Cc1cc(C)cc(NC(=O)C(=O)NCC(C)O)c1 (stereo not given),0.981,-2.6
CNC(=O)C(=O)Nc1ccc(OC)cc1OC,1.13,12.7
C/C(=N/N=C1\NC(=O)C(CC(=O)Nc2ccc(C)c(Cl)c2)S1)c1ccc(F)cc1 (stereo not given),1.03,0.3
COc1ccc(NC(=O)COc2ccc(C(C)(C)c3ccccc3)cc2)c(OC)c1,0.968,7.8
Cc1cccc(NC(=O)c2ccc([N+](=O)[O-])cc2)c1,0.85,16.4
CCCC(=O)Nc1ccc(NC(=O)c2cc(Br)ccc2Cl)cc1,1.03,10.3
O=C(/C=C/c1ccccc1)NC(=S)Nc1ccc(I)cc1,1.05,-17.9
O=C(NCc1ccccc1)c1ccc(CN2CCN(Cc3ccccc3)CC2)cc1,0.931,2.3
CCOC(=O)c1c(C)[nH]c(C=C2C(=O)CC(C)(C)CC2=O)c1O,0.948,-12.6
COc1ccc(C(=O)Nc2ccc3oc(-c4cccnc4)nc3c2)cc1OC,1.05,-2.9
CCCOc1ccc(C(=O)N2CCN(c3ccc([N+](=O)[O-])cc3)CC2)cc1,1.02,17.3
O=C1CC(c2ccccc2)CC2=C1C(c1ccc(F)cc1)Nc1ccccc1N2 (stereo not given),1.02,1.3
COc1ccc(CNC(=O)CSc2nc3ccccc3s2)cc1,0.982,6.8
O=C(NC(=S)Nc1cccc(-c2nc3ccccc3s2)c1)c1ccco1,1.05,-3.9
O=C(CCc1ccccc1)Nc1cc(C(=O)O)cc(C(=O)O)c1,1.01,-2.6
O=C(Cc1ccccc1)NC(c1ccccc1Cl)c1ccc2cccnc2c1O (stereo not given),1.05,5.7
O=C(Nc1ccc(Cl)cn1)S(=O)(=O)c1ccccc1,1.03,4.1
O=C(O)c1ccc(S(=O)(=O)c2ccc(Sc3ccc(C(=O)O)c(C(=O)O)c3)cc2)cc1,0.953,7.6
Cc1ccc(N2NC(=O)/C(=C/c3ccc(C)c([N+](=O)[O-])c3)C2=O)cc1Cl,0.933,28.2

# Whole records, quoted from the list. Values in the order: Cy5 interf NS3h, NS3h inh CB
# Profile of Cc1ccccc1-c1nnc(NC(=O)Nc2ccccc2)s1 : 0.92, 2.3
# Profile of COc1ccc(C(=O)Nc2cccc3nsnc23)cc1 : 0.989, 23.2
# Profile of Cc1ccc(-c2nc3s/c(=C\c4cn(-c5ccccc5)nc4-c4ccccc4)c(=O)n3n2)cc1 : 0.913, 9.4
# Profile of O=C1c2cc(S(=O)(=O)Nc3ccc(F)cc3)ccc2-c2ccc(S(=O)(=O)Nc3ccc(F)cc3)cc21 : 0.885, 11.5
# Profile of COc1ccc2oc(C)c(C(C)=O)c2c1 : 0.74*, 15.9

# (further entries)
SMILES,Cy5 interf NS3h,NS3h inh CB
O=C(/C=C/c1ccc(-c2ccccc2Cl)o1)c1cccs1,1.05,11.6
N/C(=N/OC(=O)COc1ccc2ccccc2c1)c1ccc([N+](=O)[O-])cc1,1.06,5.0
O=C(NCCN1CCCC1=O)c1ccccc1,1.02,-1.4
Cc1cc(C)n(C(=O)CNC(=O)COc2ccccc2C)n1,1.03,7.3
O=C(/C=C/c1ccc(-c2ccc(Cl)cc2)o1)c1ccco1,0.993,9.7
O=C1NN(c2ccc(Cl)cc2)C(=O)/C1=C\c1ccc(-c2ccc(Cl)c(C(=O)O)c2)o1,0.804*,52.1*
O=C(CN(Cc1ccccc1)S(=O)(=O)c1ccc(Br)cc1)NCc1ccccn1,0.948,17.1
COc1ccc(CC(=O)O/N=C(/N)c2ccncc2)cc1OC,1.16,3.6
CCC(C(=O)N1CCCC1)c1ccccc1 (stereo not given),1.04,4.2
Cc1cc(C)nc(SCC(=O)NCCc2ccccc2)n1,1.04,5.1
COC(=O)c1ccc(/C=C2\SC(N3CCN(C)CC3)=NC2=O)cc1,1.09,-1.8
O=C(Cc1ccccc1)N1N=C(c2ccc(F)cc2)CC1(O)C(F)(F)F (stereo not given),0.911,7.8
O=C(O)/C(=C\c1cccc(Br)c1)NC(=O)c1ccccc1,0.97,4.6
COc1cc(N2C(=O)NC(=O)/C(=C\c3cc(I)c(O)c(OC)c3)C2=O)c(OC)cc1Cl,0.845,8.8
O=C(N(c1cccc(C(F)(F)F)c1)C1C=CS(=O)(=O)C1)C(F)(F)F (stereo not given),1.03,0.9
Cc1cccc(N2CCN(C(=S)c3ccc(OCc4ccccc4)cc3)CC2)c1,1.01,9.9
CCc1ccc(NC(=O)COc2ccc(C)cc2)cc1,0.996,4.1
COc1ccc(NC(=O)COc2ccccc2OC)c(OC)c1,0.992,7.5
COc1ccc(CNC(=O)c2cc3n(n2)C(C(F)(F)F)CC(c2ccc(Cl)c(Cl)c2)N3)cc1 (stereo not given),0.95,18.7
NC1=NC(c2ccccc2)n2c(nc3ccccc32)N1 (stereo not given),0.913,-8.6
CN1C(=O)C(=Cc2ccc(OCc3ccccc3F)cc2)C(=O)N(C)C1=O,1.03,4.8
CCCc1cc(=O)oc2cc(OCC(=O)c3ccc(F)cc3)ccc12,1.04,7.3
Cc1ccc(NC(=O)c2ccncc2)cc1,1.09,-11.5
Cc1ccc(CNC(=O)C(=O)NCc2ccccc2)cc1,1.25*,9.1
Cc1nnc(SC(=O)Cn2c3ccccc3c3ccccc32)s1,1.01,7.0

# The final five records of the section above come first, to join the parts.
SMILES,Cy5 interf NS3h,NS3h inh CB
CN1C(=O)C(=Cc2ccc(OCc3ccccc3F)cc2)C(=O)N(C)C1=O,1.03,4.8
CCCc1cc(=O)oc2cc(OCC(=O)c3ccc(F)cc3)ccc12,1.04,7.3
Cc1ccc(NC(=O)c2ccncc2)cc1,1.09,-11.5
Cc1ccc(CNC(=O)C(=O)NCc2ccccc2)cc1,1.25*,9.1
Cc1nnc(SC(=O)Cn2c3ccccc3c3ccccc32)s1,1.01,7.0
CN1C(=O)/C(=C\c2ccc(OC(=O)c3ccc(Cl)cc3)cc2)SC1=S,0.995,-10.4
COc1ccc(N2C(=O)CC(Cc3ccccc3OC)C2=O)cc1 (stereo not given),0.996,4.1
O=C(/C=C/c1ccccc1)NC(=S)Nc1cccc(C(F)(F)F)c1,1.03,-5.0
COC(=O)c1ccc(NC(=O)CSC(N)=O)cc1,1.03,-2.3
COc1ccc2oc(=O)c(-c3ccc(I)cc3)cc2c1,1,1.3
Cc1ccc(N(C)C)cc1NC(=O)CCC(=O)O,1.13,1.3
CC(C)Cc1c(O)nc(SCCN2CCOCC2)[nH]c1=O,1.1,1.9
CCOC(=O)C(C)Oc1ccc2oc(C)c(C(=O)OCCOC)c2c1 (stereo not given),0.925,16.1
CC(=O)Nc1ccc(N2C(=O)C3C4c5ccccc5C(c5ccccc54)C3C2=O)cc1Cl (stereo not given),1.12,11.5
CCOC(=O)C1=C(O)/C(=C/c2cccc(Br)c2)SC1=Nc1ccccc1,0.663*,18.0
Cc1ccc(S(=O)(=O)Nc2cccc3ccccc23)cc1[N+](=O)[O-],0.827,20.8
Nc1[nH]nc2ncc3cc4ccccc4nc3c12,0.832,3.7
CN(CCS(=O)(=O)OCC(F)(F)F)c1ccc(C=O)cc1,1.09,2.2
CCN(CC)c1ccc(/C=c2\sc3n(c2=O)C(c2ccc(OC)cc2OC)C(C(C)=O)=C(C)N=3)c(OC)c1 (stereo not given),0.923,4.2
O=C1C(=O)N(c2nncs2)C(c2cccc(Br)c2)C1=C(O)c1ccc(F)cc1 (stereo not given),0.846,-1.2
O=S(=O)(Nc1ccc(O)c(-c2c(O)ccc3ccccc23)c1)c1cc(Cl)ccc1Cl,0.877,4.2
NC(=S)N/N=C\c1cc2c(cc1[N+](=O)[O-])OCO2,0.79*,9.7
CCC(C)c1ccc(NC(=O)Cc2ccc(Cl)cc2)cc1 (stereo not given),1.05,0.6
COc1ccc(CNc2ncn[nH]2)cc1,0.991,-2.8
Nc1nonc1C(=O)NCCNC(=O)c1cccc(Br)c1,0.705*,14.1
O=C1/C(=C/c2ccc(F)cc2)SC(=S)N1c1ccc(Cl)cc1,1.1,5.0
COc1cc(/C=C2/SC(=S)N(C)C2=O)ccc1OCc1ccc(Br)cc1,0.985,-6.2
